# Screens as filed in PubChem.
# Mtb RmlCD inh = M. tuberculosis RmlC/RmlD coupled enzyme inhibitors, primary screen, biochemical, compound mixtures, 384-well, from 1536-well plates | dTDP-4-dehydrorhamnose reductase (Mycobacterium tuberculosis (strain ATCC 25618 / H37Rv)) … | 160,000 compounds, 0.03% hits | inhibition, % at 3.6 µM | RmlC+RmlD coupled enzyme assay, percent inhibition; primary screen in compound mixtures; in the data active means inhibition mostly above about 34%, no sharp cut-off; further: some results filed as inactive read as strong as hits
# Target sequence (P9WH09 whole entry, looked up): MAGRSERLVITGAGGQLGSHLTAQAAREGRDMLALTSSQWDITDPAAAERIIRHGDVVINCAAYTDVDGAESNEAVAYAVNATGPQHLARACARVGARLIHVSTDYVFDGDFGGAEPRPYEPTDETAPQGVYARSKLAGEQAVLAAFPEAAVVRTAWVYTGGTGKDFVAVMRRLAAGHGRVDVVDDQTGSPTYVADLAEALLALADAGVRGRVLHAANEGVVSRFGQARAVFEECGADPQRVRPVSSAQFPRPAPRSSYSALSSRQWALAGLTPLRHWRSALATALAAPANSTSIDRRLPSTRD
# Target sequence (P9WH11 whole entry, looked up): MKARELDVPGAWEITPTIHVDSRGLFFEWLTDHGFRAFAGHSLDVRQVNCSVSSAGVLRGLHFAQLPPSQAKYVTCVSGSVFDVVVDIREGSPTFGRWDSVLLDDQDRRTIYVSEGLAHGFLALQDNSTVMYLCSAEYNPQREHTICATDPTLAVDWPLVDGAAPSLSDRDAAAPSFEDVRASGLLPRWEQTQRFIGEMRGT
# GlmU inhibition = inhibition of mycobacterial GlmU enzyme – biochemical, glucosamine-1-phosphate acetyltransferase (AID 1376); inhibition, %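 (tested at 30 µM in the primary screen)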, or IC50 in µM where a hit was titrated; M. tuberculosis GlmU acetyltransferase enzyme assay; higher % means a stronger effect; 220,000 compounds, 0.25% hits; in the data active means inhibition above about 13%;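 further: 0% = complete reaction with vehicle and 100% = reaction without substrate; strong numbers were not always called active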
# * = called active by the depositor; . = no result given; & = joins results of further samples. A portion of the library. The share of hits here may be higher or lower than overall.
SMILES,Mtb RmlCD inh,GlmU inhibition
COc1ccc(CCn2c(-c3ccncc3)n[nH]c2=S)cc1OC,22,1.4%
Fc1ccc([C@@H]2CCNC[C@H]2COc2ccc3c(c2)OCO3)cc1,9,-6.7%&-14%
COc1ccc(OC)c(Nc2ncnc3c2cnn3-c2ccccc2)c1,4,6.6%
Clc1ccc(Nc2ncnc3ccc(Br)cc23)cc1,2,-3.7%
CC(/C=N/NC(=O)CCn1nnc2ccccc21)=C\c1ccccc1,5,-2.0%
COc1ccc(S(=O)(=O)Nc2cc(C)ccc2OC)cc1C,13,-2.5%
O=C1NC(=O)N(CCNc2ncc(C(F)(F)F)cc2Cl)C(=O)C1Cc1ccc(Cl)cc1 (stereo not drawn),4,-1.2%
O=C(c1cccc(C(=O)N2CCN(c3ccccc3F)CC2)c1)N1CCN(c2ccccc2F)CC1,-11,-0.4%
S=C(NCCc1ccccc1)N1CCN(C2CCCCC2)CC1,-8,3.2%
COc1ccc(C(=O)N[C@H](C(=O)Nc2ccc(OC)nc2)C(C)C)cc1,.,0.6%
CCOc1ccc(NC(=O)CCN2C(=S)NC(C)(C)CC2C)cc1 (stereo not drawn),-8,-0.2%
CC(C)(C)OC(=O)N/N=C/c1cccn1-c1ccc([N+](=O)[O-])cc1,7,-0.5%
COc1ccc(-c2nc(-c3cccc(C)c3)nc(Cl)c2C#N)cc1,-3,2.2%
COc1ccc(-c2nnc(SCCc3ccccc3)n2N)cc1,-6,-2.9%
CCN(CCNC(=O)CN1CCN(Cc2ccc(Cl)cc2)C1=O)c1ccccc1,-5,1.2%
CCCCC(=O)NC(=S)NNC(=O)CC,.,4.7%
Cc1ncoc1C(=O)NCCC(c1ccccc1)c1ccccc1,6,-3.4%
COc1ccccc1C(=O)Nc1nc2cc3c(cc2s1)OCCO3,.,4.3%
Cc1ccc(C(=O)O)cc1S(=O)(=O)N1CCCC1,.,-1.2%
O=C(Cc1ccccc1)N1CCC(C(=O)N2CCN(c3ccc(F)cc3)CC2)CC1,1,1.7%
Cc1ccc(NC(=S)N(CCCN2CCOCC2)Cc2cccs2)c(C)c1,-11,2.2%
Cn1c(=O)c2[nH]cnc2n(-c2ccccc2)c1=O,11,3.8%
COC(=O)c1sc(N)c(C(=O)OC)c1CSc1nnnn1C,-12,-2.1%
Cc1cc(=O)oc2cc(NC(=O)CCC(=O)O)ccc12,-3,1.4%
CC1(C(O)(C#CCN2CCCCC2)c2ccccc2)CCCC1 (stereo not drawn),.,2.0%
COc1ccc(-n2nnnc2SCC(=O)Nc2ccc3c(c2)OCCO3)c(OC)c1,16,1.4%
Cc1cccc(OCCn2nc(C(=O)O)c3ccccc3c2=O)c1,-17,3.4%
Cc1ccc(C(=O)Oc2cccnc2)cc1[N+](=O)[O-],7,5.3%
Oc1ccc2ccc3[nH]cnc3c2c1,-7,-1.2%
C=CCNCCCCOc1c(Cl)cc(C)cc1Br,.,1.1%
COc1cc2nc(CN3CCOCC3)n(CC(=O)NCC(F)(F)F)c(=O)c2cc1OC,-4,1.9%
CC(C)(C)c1nn2cnnc2n(/N=C/c2ccc(O)cc2)c1=O,.,2.0%
Cc1cccc(C)c1NC(=O)C1NC(=O)CC1c1ccccc1 (stereo not drawn),-10,2.2%
COCCN(C(=O)CNC(=O)c1ccco1)C(C(=O)NC1CCCCC1)c1cccc(OC)c1 (stereo not drawn),-6,1.9%
CCC(C)(C)NC(=O)C(c1ccc(OC)cc1)N(CCOC)C(=O)CCC(=O)Nc1nccs1 (stereo not drawn),10,0.6%
CC(C)CC(NC(=O)C(COCc1ccccc1)NC(=O)OC(C)(C)C)C(=O)NN (stereo not drawn),2,2.3%
Cc1ccc(OP(=O)(O)Oc2ccc(C)cc2)cc1,.,5.7%
O=C(NCc1cccc(C(F)(F)F)c1)C1CC(c2cccc(F)c2)=NO1 (stereo not drawn),3,6.2%
O=S(=O)(Nc1ccccn1)c1cccs1,24,-1.4%
CC1=C([N+](=O)[O-])C(c2cccc(Br)c2)C2=C(N1)c1ccccc1C2=O (stereo not drawn),7,-0.9%
Cc1cccc(OP(=O)(Oc2cccc(C)c2)OC(c2ccccc2)C(F)(F)F)c1 (stereo not drawn),8,2.2%
O=C1C2CCCN2C(=O)N1CCCCN1CCN(c2ccccc2)CC1 (stereo not drawn),-4,8.0%
Clc1nc(NCCN2CCOCC2)nc(NCc2ccccc2)n1,.,2.3%
O=c1[nH]c(=S)n(CCC2=CCCCC2)c(O)c1/C=N/Nc1ccccc1,6,2.2%
O=C1CCCN1CCCn1cnc2c([nH]c3ccc(F)cc32)c1=O,10,-0.9%

# 3 entries from above, sorted by SMILES length, highest first:
SMILES,Mtb RmlCD inh,GlmU inhibition
Cc1cccc(OP(=O)(Oc2cccc(C)c2)OC(c2ccccc2)C(F)(F)F)c1 (stereo not drawn),8,2.2%
O=C1C2CCCN2C(=O)N1CCCCN1CCN(c2ccccc2)CC1 (stereo not drawn),-4,8.0%
Cc1ccc(OP(=O)(O)Oc2ccc(C)cc2)cc1,.,5.7%

# Next records.
SMILES,Mtb RmlCD inh,GlmU inhibition
NC(=S)NNC(=O)Nc1ccc(Cl)c(Cl)c1,3,-1.0%
Cc1ccc(-n2c(C)cc(C3=NNC(=NC4CC4)SC3)c2C)cc1C,32,-3.2%
CCOC(=O)c1c(N2C(=O)C3C4C=CC(O4)C3C2=O)sc2c1CCCC2 (stereo not drawn),6,.
Fc1ccc(COc2ccc(Br)cc2CNCc2ccncc2)cc1,-10,4.3%
CS(=O)(=O)N(CC(=O)NC1CCCC1)Cc1ccc(F)cc1,-6,-1.2%
O=C(/C=C/c1ccc2c(c1)OCO2)NCc1ccc(F)cc1,-10,5.6%
CCc1cc2c(=O)n(-c3ccccc3)cnc2s1,7,0.6%
CCOc1cc(/C=C2/NC(=O)N(CC(=O)Nc3cccc(C)c3)C2=O)ccc1OCC(N)=O,10,9.2%
COc1ccc(CN(C)Cc2cc(=O)n3ccsc3n2)c(OC)c1OC,-10,1.6%
COC(=O)c1cc(NC(=O)c2cc(-c3ccc(Cl)cc3)oc2C(F)(F)F)ccc1N1CCOCC1,7,5.3%
CCOC(=O)C1CCCN(C/C(O)=C(\C#N)c2nc(-c3ccc(Cl)cc3)cs2)C1 (stereo not drawn),.,5.4%
CCOC(=O)c1c(NC(=O)NC(C)(C)C)sc2c1CCN(C)C2,.,5.0%
Cc1ccc2oc(-c3cccc(NC(=O)c4ccc(Br)o4)c3C)nc2c1,.,-4.2%
CCOC(=O)C1CCCN(Cc2cc(Br)ccc2OC)C1 (stereo not drawn),-11,6.6%
COc1ccc(-c2cnc(N)nc2-c2ccc(OCc3ccccc3)cc2O)cc1,0,2.9%

# Of the compounds above, nine contain a Cl atom:
SMILES,Mtb RmlCD inh,GlmU inhibition
Clc1ccc(Nc2ncnc3ccc(Br)cc23)cc1,2,-3.7%
O=C1NC(=O)N(CCNc2ncc(C(F)(F)F)cc2Cl)C(=O)C1Cc1ccc(Cl)cc1 (stereo not drawn),4,-1.2%
COc1ccc(-c2nc(-c3cccc(C)c3)nc(Cl)c2C#N)cc1,-3,2.2%
CCN(CCNC(=O)CN1CCN(Cc2ccc(Cl)cc2)C1=O)c1ccccc1,-5,1.2%
C=CCNCCCCOc1c(Cl)cc(C)cc1Br,.,1.1%
Clc1nc(NCCN2CCOCC2)nc(NCc2ccccc2)n1,.,2.3%
NC(=S)NNC(=O)Nc1ccc(Cl)c(Cl)c1,3,-1.0%
COC(=O)c1cc(NC(=O)c2cc(-c3ccc(Cl)cc3)oc2C(F)(F)F)ccc1N1CCOCC1,7,5.3%
CCOC(=O)C1CCCN(C/C(O)=C(\C#N)c2nc(-c3ccc(Cl)cc3)cs2)C1 (stereo not drawn),.,5.4%

# Next entries follow:
SMILES,Mtb RmlCD inh,GlmU inhibition
CC(C)(C)n1nnnc1C(c1cccs1)N(Cc1cccnc1)CC1CCCO1 (stereo not drawn),7,2.7%
Cc1ccc(C)c(NC(=O)CCC(=O)OC(C(=O)c2ccccc2)c2ccccc2)c1 (stereo not drawn),1,.
COc1cccc(C(=O)Nc2nc(-c3ccccc3)c(-c3ccccc3)o2)c1,-5,-5.2%
Cc1cc(NS(=O)(=O)c2ccc(NC(=O)CCCC(=O)O)cc2)nc(C)n1,-5,1.6%
CCCC1(C(=O)O)NC(c2ccccc2O)C2C(=O)N(c3cccc(Cl)c3)C(=O)C21 (stereo not drawn),9,2.6%
CCOC(=O)CSc1cc(C)nc(N)n1,.,2.2%
COc1cc([N+](=O)[O-])ccc1NC(=O)CCN1C(=O)C2C3CCC(C3)C2C1=O (stereo not drawn),-15,1.5%
O=c1oc(-c2ccccc2NS(=O)(=O)c2ccc(F)cc2)nc2ccccc12,-10,-5.8%
COc1ccc(N2CCN(CCNC(=O)CCCn3c(=O)[nH]c4cc(Cl)ccc4c3=O)CC2)cc1,1,1.4%
CCCc1cc(C(=O)NCC(C)C)no1,-10,1.4%
CC1CCCCN1C(=O)c1ccc(C(=O)N2CCCCC2C)cc1 (stereo not drawn),-10,0.2%
CC1CCCN(CCSc2ccc(Cl)cc2)C1 (stereo not drawn),-9,-2.2%
Cc1ccccc1C(C(=O)NC1CCCCC1)N(C(=O)CNC(=O)c1ccco1)c1cccnc1 (stereo not drawn),7,5.0%
CCc1nnc(SCc2ccc([N+](=O)[O-])cc2)nc1CC,.,2.5%
COc1ccc(OC)c(S(=O)(=O)N2CCN(C34CC5CC(CC(C5)C3)C4)CC2)c1,0,0.2%

# Retrieved by compound from above, 2 records:
SMILES,Mtb RmlCD inh,GlmU inhibition
CC(C)(C)n1nnnc1C(c1cccs1)N(Cc1cccnc1)CC1CCCO1 (stereo not drawn),7,2.7%
CC1CCCCN1C(=O)c1ccc(C(=O)N2CCCCC2C)cc1 (stereo not drawn),-10,0.2%

# Following part:
SMILES,Mtb RmlCD inh,GlmU inhibition
O=[N+]([O-])c1ccc(Nc2nc(N/N=C\c3ccc4c(c3)OCO4)nc(N3CCCCC3)n2)cc1,-4,-1.1%
CN(CC1COCCO1)c1nc2nonc2nc1N1CCSCC1 (stereo not drawn),.,-5.4%
COc1ccc(CSc2cccc3cccnc23)cc1[N+](=O)[O-],-9,1.2%
CCOC(=O)c1c(C)[nH]c(/C(C)=N/O)c1C,-7,2.3%
CCOC(=O)c1c(C)n(C)c2ccc(OC)c(NS(=O)(=O)CC)c12,6,-0.9%
O=C(Nc1cc([N+](=O)[O-])ccc1Cl)C(Sc1ccccc1)c1ccccc1 (stereo not drawn),5,-4.7%
Cn1c(=O)[nH]c(=O)c2[nH]c(N(Cc3ccccc3)Cc3ccccc3)nc21,-4,2.9%
C=C(C)CN(CC)Cc1c(C(=O)N(C)CCCC)nc2ccccn12,2,6.8%
Cc1cccc(N2C(=O)CC(N(C(=O)c3ccco3)c3cccc(C)c3)C2=O)c1 (stereo not drawn),2,0.1%
O=C1NCCCC2c3c(cc(Br)c(O)c3Br)OC12N1CCCCC1 (stereo not drawn),.,0.7%
FC(F)(F)Oc1ccc(NC(=S)NCc2ccccc2)cc1,28,0.1%
CS(=O)(=O)Nc1ccc(C(=O)NCCSCc2ccco2)cc1,15,7.5%
Cc1c(C)c2ccc(OC3CCCCC3=O)cc2oc1=O (stereo not drawn),-3,.
CC1(C)CC(NC(=O)C(F)(F)F)CC(C)(C)N1OC(=O)c1ccco1,-10,1.4%
CCOc1ccccc1N1CC(C(=O)Nc2ccc(C(=O)O)cc2)CC1=O (stereo not drawn),8,-1.4%
CCn1c(CSc2ncn[nH]2)nc2cc(C(=O)O)ccc21,.,-2.1%
Cc1ccccc1-n1c(=O)n(Cc2ccccc2)c(=O)c2[nH]cnc21,-1,-1.0%
COc1ccc(NC(C)=O)cc1NC(C)C(=O)Nc1cccc2ccccc12 (stereo not drawn),.,-3.9%
O=C(Nc1cccc(O)c1)c1cc(-c2ccco2)on1,.,4.3%
O=S(=O)(N1CCCCC1)n1c(Cc2ccccc2)nc2ccccc21,67,8.6%
O=C(CSc1nnc(Cc2ccsc2)o1)c1ccccc1,-6,-3.7%
CCCOc1cccc(-c2nn(-c3ccccc3)cc2/C=C(\C#N)C(=O)NCCCn2ccnc2)c1,2,-9.7%
CCOc1ccccc1NC(=O)CSc1nnc(-c2ccccc2Cl)n1Cc1ccco1,-11,3.3%
COc1ccc(Cn2c(-c3ccc(Br)cc3)c[n+]3ccccc23)cc1,-3,-8.7%
COc1ccccc1CNC(=O)COc1ccc([N+](=O)[O-])cc1,.,2.6%
Cc1cc(C)c(-n2c(O)c(/C=N/NC(=O)c3ccncc3)c(=O)[nH]c2=O)c(C)c1,7,4.5%
Cc1cccc(C)c1OCc1nnc2c3cnn(C)c3ncn12,.,1.2%
c1ccc2c(c1)CCN(Cc1nnnn1Cc1ccc3c(c1)OCO3)C2,-1,-3.4%
CCOC(=O)C(C)Oc1ccc2c(-c3cccc([N+](=O)[O-])c3)cc(=O)oc2c1 (stereo not drawn),52,1.6%
CCOC(=O)c1c(N2C(=O)Nc3cc(Cl)c(Cl)cc3N2O)sc2c1CCCCC2,20,7.0%

# For convenience, some entries already given:
SMILES,Mtb RmlCD inh,GlmU inhibition
CCOc1ccccc1NC(=O)CSc1nnc(-c2ccccc2Cl)n1Cc1ccco1,-11,3.3%
COc1ccc(Cn2c(-c3ccc(Br)cc3)c[n+]3ccccc23)cc1,-3,-8.7%
COc1ccccc1CNC(=O)COc1ccc([N+](=O)[O-])cc1,.,2.6%

# New compounds follow.
SMILES,Mtb RmlCD inh,GlmU inhibition
Cc1ccc([N+](=O)[O-])c2cccnc12,13,0.6%
Cc1cc(OC(=O)c2ccc(S(=O)(=O)N3CCCCC3)cc2)c([N+](=O)[O-])c(=O)[nH]1,-3,3.4%
CN1CCN2c3ccccc3CC3(C(=O)N(C)C(=O)N(C)C3=O)C2C1 (stereo not drawn),21,2.5%
CCCCC(=O)Nc1nn(CCC)c2nc3ccccc3cc12,.,0.1%
Cc1c(-c2ccccc2)[n+](=O)c2c(n1[O-])CCC2,.,1.8%
CCCCOc1ncnc2c1[nH]c1ccccc12,2,-10.0%
